Screens as filed in PubChem.
KCNH2 3.1 block = inhibitors of human KCNH2 3.1 potassium channel isoform | activity change, % (tested at about 1.8 µM) | AID 720553 | hit rate 0.95% among 340,000 | U2OS KCNH2 3.1, thallium flux FluxOr; hits give low values;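 active means maximum activity change below -70%; inconclusive means maximum activity change from -70% to -50%; inactive means maximum activity change above -50%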;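 further: thallium influx rate constant from kinetic fluorescence after stimulation buffer; on the % scale 0 is the no-effect control and ±100 the full control effect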
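Kinetic fluorescence (2 min after stimulation buffer) measures Tl+ influx through KCNH2 3.1 expressed by viral transduction in U2OS cells; the rate constant is normalized against DMSO controls serving as positive and negative references.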
USP2a inh = inhibitors of human ubiquitin-specific protease USP2a. USP2 core, Ub-CHOP2 coupled fluorogenic reporter, 485/531. Potency, µM (doses to about 38.3 µM), inactives show top-dose activity change, negative = inhibition, most hits filed as inhibitors. hit rate 0.01% among 330,000;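 further: potency means the concentration at half of the fitted maximal effect; plate controls were DMSO wells for no effect and full inhibition by NEM control for full effect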
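Cell-free coupled assay: 10nM USP2 core preincubated 30min RT with compound in Tris-HCl pH 8.0/CaCl2/CHAPS buffer, then 25nM Ub-CHOP2 and 25nM reporter substrate; fluorescence (Ex 485/Em 531) read after 60min RT, normalized to NEM inhibition, concentration-response curves fitted.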
PKM2 act = increases activity of human pyruvate kinase M2; P14618; purified PKM2, Kinase-Glo ATP luminescence, activation; response scale: 0% is enzyme alone, no compound; Potency, µM (highest dose often 57.5 µM), without a hit: top-dose activation, actives largely listed as activators; hit rate 0.34% among 260,000; AID 1631; further: potency means the concentration at half of the fitted maximal effect; on the % scale 0 is the no-effect control and ±100 the full control effect; nearly all actives have a fitted effect of over 55% in size
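hPK-M2, >95% pure; 0.1 mM ADP / 0.5 mM PEP final; imidazole pH7.2 buffer w/ 7 mM MgCl2, 50 mM KCl; 1 h RT; Kinase-Glo lum. Intermediate enzyme activity for dual inhibitor/activator qHTS.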
Coupling enz = inhibits coupling enzyme system, counter-screen for aldolase hits. coupling enzyme system counterscreen, AmpLite Red fluorescence. hit rate 0.67% among 290,000. AID 2472. activity change, negative = inhibition, % at 58.2 µM, hits read low; in the data active means activity change below about -30%; further: on the % scale 0 is the no-effect control and ±100 the full control effect
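Counterscreen of the coupled detection system alone, without aldolase: glyceraldehyde-3-phosphate coupling enzymes plus AmpLite Red readout. Compounds at 57.5 uM final, 10 min RT preincubation, 20 min RT reaction, fluorescence 525/598 nm.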
CXXC DNA block = blocks binding of human MLL CXXC domain to DNA; Potency, µM (highest dose often 115 µM), inactives show at the highest dose activity change, negative = inhibition, usual class: inhibitors; hit rate 0.037% among 290,000; AID 2662; MLL-CXXC / FITC-HOXA9 DNA fluorescence polarization; Q03164; active means well fitted inhibition curve with a large enough effect in the polarisation, with a control signal flat, not every such curve was filed as active; inconclusive means small, poorly fitted or top-dose-only effect, or effect the other way, or a change in a side signal; inactive means no such curve, though single readings can be large or run the other way; the % refers to the polarisation; further: potency means the concentration at half of the fitted maximal effect
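Steps: dispense CXXC domain solution (7 uM) → pin compounds or unlabeled HOX-A9 DNA control → 5 min ambient → add FLSN-HOX-A9 solution (50 nM) → spin → 30 min ambient → fluorescence polarization. Tris pH 7.5/NaCl/DTT/BSA buffer.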
hERG WT inh = KCNH2 (human, wildtype) channel inhibition; Q12809; U2OS, BacMam KCNH2, thallium flux FluxOr; hits give low values; activity change, % at 1.84 µM; hit rate 0.37% among 340,000; AID 720551;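 active means maximum activity change below -70%; inconclusive means maximum activity change between -70% and -50%; inactive means maximum activity change above -50%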; further: on the % scale 0 is the no-effect control and ±100 the full control effect
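U2OS cells were transduced with wild-type KCNH2 virus (2.03 x 10^8 / mL) for 4 h at room temperature, then cultured overnight at 37 C. Thallium flux was read with FluxOr dye. Rate constants were normalized to DMSO controls.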
Menin-MLL TR inh = inhibitors of human menin-MLL interaction, mutant MLL peptide; O00255; Menin + Texas Red MLL mutant peptide, fluorescence polarization; Potency, µM (top dose mostly 61.6 µM), for inactives: at the top dose FP activity change, negative = inhibition, actives largely listed as inhibitors; hit rate 0.23% among 270,000; AID 1768; active means well fitted inhibition curve with a large enough effect in the polarisation, with a control signal flat, not every such curve was filed as active; inconclusive means small, poorly fitted or top-dose-only effect, or effect the other way, or a change in a side signal; inactive means no such curve, though single readings can be large or run the other way; the % refers to the polarisation; further: potency means the concentration at half of the fitted maximal effect; % of control where 0% means no effect; many of its hits are not listed in these tables
TRPV1 ag = human TRPV1 agonism | TRPV1-expressing cells, Fluo-8 calcium influx, agonist mode | AID 540275 | Q8NER1 | activation, % at 8.33 µM | hit rate 0.19% among 320,000; in the data active means activation above about 80%; inconclusive means between about 30% and that limit; further: 0% is about no effect
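Fluo-8 calcium influx in TRPV1-expressing cells, kinetic read (ex 480/em 520 nm). Compound added and read 3 min for agonist activity, followed by capsaicin at EC20 final and 2 min further read for enhancement.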
Giardia killer = kills Giardia lamblia. Giardia lamblia trophozoite viability. activity change, % at 7.66 µM, hits read low. hit rate 0.15% among 340,000; in the data active means activity change below about -80%; inconclusive means between about -30% and that limit;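 further: parasites exposed to compound for two days anaerobically before the ATP read; on the % scale 0 is the no-effect control and ±100 the full control effect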
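Media and compound were dispensed first, then trophozoites at 100 cells/well; plates sat 48 hrs at 37 deg C without oxygen before ATP luminescence reagent was added and read after 15-30 min at room temperature.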
GALK inh = galactokinase (human) inhibition; AID 1868; Purified GALK, Kinase-Glo residual ATP luminescence; P51570; Potency, µM (titrated, usually from 57.5 µM), without a hit: at the top dose activity change, negative = inhibition, hits mostly inhibitors; hit rate 0.007% among 270,000; further: potency means the concentration at half of the fitted maximal effect; on the % scale 0 is the no-effect control and ±100 the full control effect
Target sequence (P51570 whole entry, looked up): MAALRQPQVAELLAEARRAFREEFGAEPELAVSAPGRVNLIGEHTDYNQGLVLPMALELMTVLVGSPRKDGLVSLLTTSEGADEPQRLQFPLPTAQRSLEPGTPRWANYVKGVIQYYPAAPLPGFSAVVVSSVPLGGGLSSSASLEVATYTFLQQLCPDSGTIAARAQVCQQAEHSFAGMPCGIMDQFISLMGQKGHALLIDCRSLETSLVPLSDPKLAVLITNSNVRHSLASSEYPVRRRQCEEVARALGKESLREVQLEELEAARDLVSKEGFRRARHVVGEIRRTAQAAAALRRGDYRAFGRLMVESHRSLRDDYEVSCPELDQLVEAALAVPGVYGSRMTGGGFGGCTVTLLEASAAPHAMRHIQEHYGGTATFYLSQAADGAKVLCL
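5 nM enzyme, 35 uM ATP, 100 uM galactose, 20 mM HEPES pH8.0, 5 mM MgCl2; 1 h RT; residual ATP by Kinase-Glo Plus luminescence, qHTS format.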
B2AR arrestin = recruits beta-arrestin to the human beta2-adrenergic receptor. P07550. beta-arrestin recruitment to beta2AR, cell-based reporter. Potency, µM (doses to about 46.1 µM), inactives show at the highest dose activation, hits mostly activators. hit rate 0.02% among 330,000. AID 492947;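 further: potency means the concentration at half of the fitted maximal effect; 0% = DMSO controls and full agonism = EC100 isoproterenol or metaproterenol; nearly all actives have a fitted effect of over 65% in size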
Target sequence (P07550 whole entry, looked up): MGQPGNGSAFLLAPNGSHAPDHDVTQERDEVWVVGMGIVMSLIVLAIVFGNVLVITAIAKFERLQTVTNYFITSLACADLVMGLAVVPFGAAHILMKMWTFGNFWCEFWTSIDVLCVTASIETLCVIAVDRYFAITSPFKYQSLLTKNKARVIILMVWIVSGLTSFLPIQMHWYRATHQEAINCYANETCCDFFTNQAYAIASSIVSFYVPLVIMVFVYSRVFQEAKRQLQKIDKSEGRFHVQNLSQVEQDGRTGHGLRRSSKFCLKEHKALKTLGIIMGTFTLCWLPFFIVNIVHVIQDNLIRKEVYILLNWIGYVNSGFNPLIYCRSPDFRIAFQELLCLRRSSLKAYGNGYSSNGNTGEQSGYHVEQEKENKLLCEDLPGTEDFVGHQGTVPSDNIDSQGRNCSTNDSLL
Active calls of the source: *; ? = inconclusive; / = no result given; [ ] = dose if it differs, or a comment. Unless noted, the call rests on the fitted dose curve; in most records, active means well fitted curve in the direction sought with a large enough effect; inconclusive means small, poorly fitted or top-dose-only effect, or another doubt; inactive means no such curve, though single readings can be large; an effect the other way counts as inactive or inconclusive. This is a subset; count on the stated rates, not on these rows.

Compound	USP2a inh	B2AR arrestin	Menin-MLL TR inh	PKM2 act	GALK inh	Giardia killer	hERG WT inh	CXXC DNA block	TRPV1 ag	Coupling enz	KCNH2 3.1 block
O=C(NCCc1ccccc1)C1CCC(CNS(=O)(=O)c2cccc3cccnc23)CC1 (stereo not given)	2%	-0.8%	/	3%	1%	11	3	0%	-3	2	-6
CCCNS(=O)(=O)c1ccc(OCC(=O)NCCCOC)cc1	2%	0.0%	1%	6%	1%	10	0	-2%	3	1	-9
Cc1ccc(SCC(=O)NC(=O)NC(C)C)c(C)c1	1%	0.2%	-14%	7%	1%	-11	8	-1%	4	1	6
O=C(Nc1cccc(C(=O)O)c1)/C(=C\c1ccc2c(c1)OCO2)NC(=O)c1ccc(Br)cc1	-5%	-1.5%	18%	-1%	-2%	34[activator]	-8	-11%	5	18	9
CCC(=O)N1CCN(c2ccc(NC(=O)c3ccc4c(c3)OCO4)cc2)CC1	3%	-0.7%	-2%[11.7 µM]	0%	3%	-12	-8	6%	/	1	-8
CCNc1nnc(SCC(=O)c2c(N)n(C3CC3)c(=O)[nH]c2=O)s1	-5%	-0.2%	/	/	/	-1	-22	/	3	/	-15
CCOC(=O)C1CCCN(Cc2c(C(=O)N3CCCCC3)nc3c(C)cccn23)C1 (stereo not given)	1%	-0.2%	-2%	-27%	-3%	8	6	3%	2	0	3
COc1cc2ccccc2cc1C(=O)Nc1cccnc1	-1%	-0.2%	16%	7%	1%	-13	-7	-1%	4	3	-5
Cc1[nH]c(=S)n(CC2CCCO2)c1C (stereo not given)	-1%	-0.2%	-1%	1%	3%	-2	-2	1%	1	0	5
CC(Sc1ccccc1F)C(=O)Nc1ccc2c(c1)OCCO2 (stereo not given)	4%	-0.2%	/	/	/	4	0	/	/	/	-11
COc1cccc(N2CCN(C(=O)c3oc4ccccc4c3NC(=O)CCc3cc(OC)no3)CC2)c1	-4%	0.3%	/	/	-1%	24	2	21%	-3	/	-10
CC(=O)Nc1ccc(S(=O)(=O)N[C@@H](C)C(=O)OCC(=O)c2ccc[nH]2)cc1	3%	-1.1%	/	/	/	10	-8	/	/	/	7
O=S(=O)(c1ccc2c(c1)nc(COc1ccc(Cl)cc1)n2CC1CCCO1)N1CCOCC1 (stereo not given)	1%	0.0%	1%	6%	-1%	-10	2	-2%	?	-4	-20
C[C@H](NC(=O)C1CC(=O)N(c2ccc3c(c2)OCO3)C1)C(=O)NCc1ccco1 (stereo not given in full)	2%	0.7%	/	/	7%	3	2	8%	7	/	1
Cc1c(Cl)cccc1NC(=O)NCc1ccc(C)n1C	-1%	0.4%	-18%	/	3%	5	4	?	1	0	-15
COc1ccc(CCNC(=O)c2ccc(OCc3c(C)noc3C)cc2)cc1OC	0%	-0.9%	/	/	/	10	-8	/	3	/	12
CCOC(=O)CN1C(=O)CCSc2ccc(Cl)cc21	-2%	-0.3%	7%	1%	-4%	3	-5	-10%	-4	1	7
Cc1cc(C)n(CCCNC(=O)C2CCC(=O)N(CCc3ccc(Cl)cc3)C2)n1 (stereo not given)	-5%	-0.3%	/	/	7%	3	9	3%	6	/	-22
COC(=O)c1c(C)oc(C)c1S(=O)(=O)NCc1ccc(Cl)cc1Cl	-5%	-0.7%	/	0%	/	-17	3	-4%	12	0	13
O=S(=O)(NCc1ccccn1)c1ccc(Cl)c(C(F)(F)F)c1	2%	0.1%	-20%	-3%	2%	3	1	1%	26	-6	-3
OC(c1ccccc1)(c1ccccc1)c1ccn[nH]1	2%	0.2%	/	/	/	-14	-10	/	0	/	23
COc1ccccc1NC(=O)Cn1nc(Cc2cccnc2)c2ccccc2c1=O	1%	-0.5%	/	1%	5%	-22	8	-5%	0	5	34
Cc1noc(C)c1C(=O)Nc1ccc(F)cc1	8%	-0.6%	2%	-2%	-2%	-8	0	5%	-4	3	-5
CC(=O)Nc1ccc(NC(=O)C(C)O/N=C/c2cccc([N+](=O)[O-])c2)cc1 (stereo not given)	-1%	-0.2%	/	5%	-3%	-5	4	3%	-1	6	-2
Cc1ccc(C(=O)c2no[n+]([O-])c2C(=O)c2ccc(C)cc2)cc1	1%	0.7%	4%	21%	/	-29	-3	14%	1	0	/
COc1ccc(NS(=O)(=O)c2csc(C(N)=O)c2)cc1	4%	-0.2%	-4%	/	/	-13	-6	12%	-3	1	0
COc1ccc(Cn2nnnc2C(c2cccnc2)N2CCN(c3ccc(O)cc3)CC2)cc1 (stereo not given)	2%	0.3%	-5%	3%	-3%	-12	-3	15%	7	-2	8
CCOC(OCC)c1ccc(/C=C\c2nccc(N)n2)cc1	2%	0.3%	22%	/	2%	-19	10	5%	20	0	-4
Cc1c(C(=O)Nc2ccc(S(=O)(=O)NCC3CCCO3)cc2)cccc1[N+](=O)[O-] (stereo not given)	1%	-1.2%	19%	-2%	1%	-4	14	7%	-1	0	-3
O=C(C1CCCN(S(=O)(=O)c2cccnc2)C1)N1CCN(c2ccccn2)CC1 (stereo not given)	0%	-0.5%	-12%	-4%	0%	8	6	2%	4	-2	-1
COc1ccc(CC(=O)N/N=C/c2ccc(-c3ccc(F)cc3)o2)cc1OC	3%	-0.5%	/	8%	-2%	0	11	11%	?	0	10
CS(=O)(=O)N(Cc1ccc(Cl)cc1)c1ccc(C(=O)NCC2CCCO2)cc1 (stereo not given)	1%	-1.0%	-27%	1%	1%	-5	8	-7%	3	8	-8
CSCCC(NC(=O)c1ccc(C)o1)C(=O)O (stereo not given)	3%	0.2%	7%	3%	5%	-22	-12	1%	0	0	5
CC(OC(=O)c1cc(S(=O)(=O)N2CCOCC2)ccc1F)C(=O)NC1CCCCC1C (stereo not given)	-1%	-0.1%	/	-4%	-4%	-9	-4	3%	2	/	-11
NC(=O)C1CCN(C(=O)c2ccco2)CC1	-7%	-0.5%	-16%	?	0%	-15	-5	-6%	1	1	-7
COc1ccc2c(c1)C1=NN(/C(C)=C/C(C)=O)C(c3ccc(F)cc3)C1CC2 (stereo not given)	2%	0.1%	-1%	0%	-4%	3	-5	1%	0	-11	-20
CC(C)[C@H](NC(=O)C1CCN(C(=O)[C@H](Cc2ccccc2)NC(=O)OC(C)(C)C)CC1)C(=O)O	4%	0.5%	0%	/	/	-3	0	?	0	0	4
C=CCNC(=O)c1ccc(Cn2cc(C(F)(F)F)ccc2=O)cc1	1%	-0.2%	-3%	0%	0%	-3	-1	-2%	2	-1	0
Cc1ccc(F)cc1NC(=O)c1sc2ncn(CC(=O)N3CCN(c4ccccn4)CC3)c(=O)c2c1C	1%	-1.1%	/	/	-3%	39[activator]	24	-1%	0	/	6
COc1ccccc1CNC(=O)c1cc2c(C)nn(Cc3ccc(F)cc3)c2s1	0%	3.3%	5%	6%	-1%	-5	5	-1%	1	-1	-1
CCOC(=O)C1CCN(C(=O)Cn2nc(C)n3nc(-c4ccc(CC)cc4)cc3c2=O)CC1	3%	-0.5%	2%	-3%[0.46 µM]	3%	-6	6	-1%	3	3	-27
O=C(N/C(=C\c1cn(-c2ccccc2)nc1-c1ccccc1)C(=O)N1CCOCC1)c1ccccc1	1%	-0.9%	0%	-2%	-4%	/	/	9%	4	7	/
COc1ccccc1C(=O)n1nc(C)cc1C	-1%	0.5%	-16%	-3%	-4%	4	-9	-11%	3	-1	3
CCOc1cc(N2CCOCC2)c(OCC)cc1NC(=O)CN1C(=O)NC2(CCCCC2)C1=O	3%	0.3%	/	/	/	-5	1	/	-3	/	8
O=C(Cc1ccccc1)Nc1ccccc1C(=O)N1CCCCC1	3%	-0.5%	3%	-1%	8%	-7	9	22%	0	0	-25
Cc1nc(-c2ccc(S(=O)(=O)Nc3cc(F)ccc3F)cc2)co1	3%	0.1%	/	/	-11%	?	0	44%[activator]	-6	/	-1
O=C(CNC(=O)c1cccc(F)c1)OCCOc1cccc(Cl)c1	-2%	0.1%	/	/	/	0	1	/	1	/	5
O=C(/C=C/c1ccc2c(c1)OCO2)c1ccc(F)cc1	-7%	-2.6%	-11%	-16%	/	19	-18	6%	-4	2	-6
Oc1oc(-c2cccc3ccccc23)nc1/C=N/c1nccs1	3%	15%	?	9%	-2%	10	-24	?	19	0	1
